High-throughput results as filed in PubChem.
EBNA-1 inh – EBNA-1 DNA-binding inhibitors, primary screen, biochemical, fluorescence polarization | inhibition, % at 14.8 µM | 0.34% of 300,000 active | AID 1950, 2009; in the data active means inhibition above about 28%
Bcl-xL primary – inhibitors of human Bcl-xL, primary screen, biochemical, fluorescence polarization, HTS. Bcl-2-like protein 1 (Homo sapiens), Q07817. GST-Bcl-xL / FITC-Bim BH3 peptide fluorescence polarization. inhibition, % at 10.9 µM. 0.7% of 320,000 active. AID 2129, 2009;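 active means inhibition above the mean of all tested compounds plus 3 SD, cutoff set per campaign, cut at about 30% in these data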;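 further: 0% = DMSO wells and 100% = unlabeled Bim-BH3 peptide competitor; inhibitors lower millipolarization by displacing the labeled peptide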
Target sequence (Q07817 whole entry, looked up): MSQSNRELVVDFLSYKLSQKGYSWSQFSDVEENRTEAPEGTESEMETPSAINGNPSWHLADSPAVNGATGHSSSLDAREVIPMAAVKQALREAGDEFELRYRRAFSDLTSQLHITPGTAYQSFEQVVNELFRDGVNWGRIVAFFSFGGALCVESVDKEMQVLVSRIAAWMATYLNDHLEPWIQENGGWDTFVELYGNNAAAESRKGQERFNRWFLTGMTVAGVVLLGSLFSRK
GLD-1 TGE inh – GLD-1/TGE RNA complex disruptors, primary screen, biochemical, fluorescence polarization | Female germline-specific tumor suppressor gld-1 (Caenorhabditis elegans), Q17339 | purified GLD-1 + fluorescein TGE RNA | inhibition, % at 5.96 µM | 0.44% of 320,000 active | AID 2280, 2010;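 active means percent inhibition above a per-plate cutoff, the plate mean of test compounds plus 3 SD, cut at about 30% in these data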;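 further: 0% = DMSO wells with GLD-1 and probe and 100% = wells lacking GLD-1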
MCL1-BIM inh – inhibitors of MCL1 binding to BIM-BH3, primary screen, biochemical, fluorescence polarization | Induced myeloid leukemia cell differentiation protein Mcl-1 (Homo sapiens), Q07820 | GST-MCL1 / FITC-Bim-BH3 fluorescence polarization | inhibition, % at 10.9 µM | 0.68% of 320,000 active | AID 2057, 2009;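 active means inhibition above the mean inhibition of all tested compounds plus 3 SD, set per campaign, cut at about 40% in these data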;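 further: 0% = DMSO wells and 100% = unlabeled Bim-BH3 peptide control; higher means more loss of mP so more displacement of Bim peptide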
MEX-5 binding – MEX-5 zinc finger RNA-binding disruptors – biochemical, C. elegans, fluorescence polarization, MLPCN library, primary screen; MEX-5/FITC-TCR2 RNA binding; stronger effect = lower value; activity score (negative = inhibition of binding), % at 10 µM; 0.38% of 300,000 active;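 active means inhibition past about -25% in most replicates, and total fluorescence under double the plate's negative control median, limit read from the data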;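 further: 0% = DMSO and -100% = 5 µM competing unlabeled TCR2 RNA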
Target sequence (Q9XUB2 whole entry, looked up): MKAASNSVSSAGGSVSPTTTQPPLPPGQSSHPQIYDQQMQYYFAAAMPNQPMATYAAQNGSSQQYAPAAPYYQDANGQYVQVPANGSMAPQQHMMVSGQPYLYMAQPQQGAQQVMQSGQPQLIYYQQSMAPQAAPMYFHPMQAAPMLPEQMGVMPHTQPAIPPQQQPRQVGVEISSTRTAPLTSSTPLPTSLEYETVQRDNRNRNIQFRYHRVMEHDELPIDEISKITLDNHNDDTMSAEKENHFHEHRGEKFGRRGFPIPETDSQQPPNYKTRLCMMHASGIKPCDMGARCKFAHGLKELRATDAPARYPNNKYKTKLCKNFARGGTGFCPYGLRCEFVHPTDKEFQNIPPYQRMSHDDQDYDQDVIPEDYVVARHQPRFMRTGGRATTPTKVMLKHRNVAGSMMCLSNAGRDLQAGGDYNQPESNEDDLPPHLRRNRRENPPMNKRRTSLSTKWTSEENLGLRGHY
ZTA counter – ZTA (EBV) inhibition in EBNA-1 counter-screen; P03206; ZTA-DNA binding, fluorescence polarization; inhibition, % at 11 µM; 0.15% of 320,000 active; AID 2234; in the data active means inhibition above about 33%
Target sequence (P03206 whole entry, looked up): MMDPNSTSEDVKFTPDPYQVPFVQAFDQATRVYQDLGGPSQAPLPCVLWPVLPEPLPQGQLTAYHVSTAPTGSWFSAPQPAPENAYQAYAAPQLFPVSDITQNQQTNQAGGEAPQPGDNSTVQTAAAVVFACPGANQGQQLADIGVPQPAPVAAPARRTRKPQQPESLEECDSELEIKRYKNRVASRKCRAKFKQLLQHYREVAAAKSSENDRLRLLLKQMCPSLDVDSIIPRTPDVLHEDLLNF
Efflux pump inh – inhibitors of Candida efflux pumps in yeast, primary screen, S. cerevisiae, Nile Red, multiplex | S. cerevisiae Candida pump triplex | inhibition, % at 10 µM | 0.44% of 330,000 active;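 active means plate passing quality check with inhibition over a set limit, or well fluorescence over plate mean plus 4 SD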;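 further: Nile Red retained in pooled yeast measured as flow cytometry median fluorescence; 0% = buffer negative control and 100% = Enniatin B positive control; higher means more Nile Red kept so more efflux inhibition; some compounds called inactive have numbers as strong as hits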
Fam108B inh – mouse Fam108B serine hydrolase inhibitors, primary screen, counter-screen for RBBP9 inhibitor project, biochemical, fluorescence polarization. recombinant Fam108B, FP-Rh probe fluorescence polarization. inhibition, % at 9.51 µM. 0.33% of 300,000 active. AID 1947, 2009;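 active means inhibition above the screen mean inhibition plus 3 SD, computed separately per campaign, cut at about 18% in these data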;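 further: inhibitors lower polarization as less probe binds the enzyme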
CR mimetic SO – reduction of superoxide in aged yeast, primary screen, HTS; S. cerevisiae aged cells, superoxide DHE fluorescence; stronger effect = lower value; superoxide response (% of plate mean), % at 10 µM; 0.18% of 330,000 active; AID 2690, 2010;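 active means superoxide response under a set limit, about three screen SD below normal, cut at about 65% in these data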;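 further: yeast aged for seven days with compound at 30 °C before DHE staining; 100% = average MFI of all compound-treated wells on the plate with controls excluded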
An asterisk follows results filed as active; . = not tested or not shown.

SMILES	EBNA-1 inh	Bcl-xL primary	GLD-1 TGE inh	MCL1-BIM inh	MEX-5 binding	ZTA counter	Efflux pump inh	Fam108B inh	CR mimetic SO
CCn1cnc2c1c(=O)n(CC(=O)O)c(=O)n2Cc1ccccc1	3	4	6	-2	-1.7	13	0.1	-1	102
COCC(C)N=C1NN=C(c2ccc(NC(C)=O)cc2)CS1 (stereo not given)	-5	4	-1	5	1.0	-7	0.0	3	92
CC1CC(C)CN(C(=O)CCC(=O)Nc2nnc(C3CCCCC3)s2)C1 (stereo not given)	-9	9	4	-1	-0.5	-6	0.1	-5	90
Cc1ccc(Nc2cc(C)nc(-c3ccccc3O)n2)cc1	15	5	-1	1	1.1	23	-0.1	7	91
O=C(NCc1ccccc1)c1cccc(COc2cccc(Cl)c2)c1	2	-3	3	-5	-2.6	-15	-0.2	-14	89
O=c1oc2ccccc2cc1-c1csc(Cc2nc(-c3ccc(Br)cc3)cs2)n1	2	4	-2	4	0.9	4	0.0	2	108
CCOCCc1nn2c(=O)cc(CSCC(=O)Nc3cccc(C)c3C)nc2s1	-4	6	1	1	-1.6	8	0.0	2	122
CCOc1ccc(NC(=O)CN(C)C(=O)c2c(C)nn(-c3ccc(F)cc3)c2Cl)cc1OCC	2	6	5	1	1.8	1	-0.1	2	92
Cc1cccc(N(Cc2cc3ccc(C)cc3[nH]c2=O)C(=O)c2ccco2)c1	2	3	9	3	0.0	-11	-0.2	-6	109
Cc1cc(C)cc(OCC(=O)N/N=C/c2ccccn2)c1	5	26	12	20	-6.1	-2	-0.1	-1	83
Cc1nn(-c2ccc(F)cc2)c(C)c1CN1CCN(CCC(C)C)C(CCO)C1 (stereo not given)	-2	2	1	3	0.8	-4	-0.1	2	99
COc1ccc(-c2nnn(CC(=O)Nc3sc4c(c3C#N)CCCC4)n2)cc1	-5	9	1	3	0.0	-4	0.0	0	103
COc1ccc(Cl)cc1N(CC(=O)Nc1ccc2c(c1)OCCO2)S(C)(=O)=O	-2	7	-5	2	0.0	0	-0.1	-1	105
CC(=O)Nc1cccc(C(=O)OCC(=O)NC(=O)Cc2ccccc2)c1	6	5	-4	3	-1.7	2	0.0	-3	94
Fc1cccc(Nc2nc(N3CCOCC3)nc(N3CCOCC3)n2)c1	1	0	-1	-7	-0.3	3	-0.1	1	91
Cn1c(=O)cc(OCCCC(=O)Nc2ccc3c(c2)OCCO3)c2ccccc21	-13	8	-1	11	-1.2	-8	0.0	-2	87
COc1ccc(C)c2sc(NNC(=O)COc3ccccc3)nc12	9	-1	-3	-5	1.7	-15	-0.2	7	104
CCC(C(=O)NCCCN1CC(C)CC(C)C1)n1nc(C)c2sc3ccccc3c2c1=O (stereo not given)	11	1	-3	0	-0.8	9	0.0	-1	111
CCN1/C(=C2\OC(=S)N(C)C2=O)Sc2ccccc21	-1	1	-5	8	-0.7	12	-0.1	2	111
CC(=O)Nc1ccc(S(=O)(=O)N2CCN(C(=O)c3ncoc3-c3ccccc3F)CC2)cc1	-18	3	0	-2	3.7	0	0.0	3	81
Cc1ccc(Cl)cc1N1CCN(S(C)(=O)=O)CC1	-13	4	5	1	1.7	-11	0.1	0	118
CCOC(=O)C1CCCN(C(=O)c2ccc(C)c(NC(=O)C3=C(C)OCCS3)c2)C1 (stereo not given)	5	0	6	-2	3.1	5	-0.1	0	91
N#CC1(NC(=O)COC(=O)c2nccnc2N)CCCCC1	-11	20	17	15	-5.5	1	-0.1	0	104
O=C(NCc1ccccn1)C1CCN(S(=O)(=O)N2CCCCC2)CC1	-17	6	12	9	-1.0	4	0.0	1	102
O=C(O)CNC(=O)c1ccc(N2CCOCC2)cc1[N+](=O)[O-]	-10	4	4	4	-0.1	-4	-0.2	1	79
(more compounds)
SMILES	EBNA-1 inh	Bcl-xL primary	GLD-1 TGE inh	MCL1-BIM inh	MEX-5 binding	ZTA counter	Efflux pump inh	Fam108B inh	CR mimetic SO
CCOC(=O)c1sc2nc(SCC(=O)N(CC)CC)n(CCCN3CCCC3=O)c(=O)c2c1C	-1	2	2	5	1.1	26	0.0	3	99
CN(C)C(=O)c1cc([N+](=O)[O-])cc([N+](=O)[O-])c1N(C)C	-11	-6	2	2	2.5	6	-0.1	-7	100
CN(c1ccc(O)cc1)c1nc(-c2ccccc2)cs1	-5	-4	7	-14	.	-6	1.1	-3	126
COc1ccc(C(=O)OCCc2ccc(O)cc2)cc1	-2	5	-2	9	-0.5	-13	-0.1	-3	93
O=C(Nc1ccc(C(=O)N2CCOCC2)cc1)c1cccc(Br)c1	-4	0	0	-2	1.6	3	0.0	0	104
COc1ccccc1NS(=O)(=O)c1cccc(C(=O)N/N=C/c2c(C)nn(-c3ccccc3)c2N2CCCC2)c1	6	3	8	3	-0.7	-11	0.3	9	109
O=C(Nc1ccc(Cl)cc1[N+](=O)[O-])c1ccc2c(c1)OCCO2	5	2	8	-3	3.5	-7	0.0	-2	110
O=C(CCS(=O)(=O)c1ccccc1)NC1CCCCC1	1	-2	6	2	-1.5	0	0.0	-2	100
O=C(NCc1ccc2c(c1)OCO2)C1CC(c2cccc(Br)c2)=NO1 (stereo not given)	-16	0	-1	-4	-2.8	-13	0.1	-2	119
COc1ccc(-c2cc3onc(-c4c(Cl)cccc4Cl)c3c(=O)n2C)cc1	2	-1	0	-3	.	-1	0.0	-3	97
COc1ccc(N2CC(C(=O)Nc3ccncc3)CC2=O)cc1 (stereo not given)	-8	-1	6	-10	1.3	-3	-0.1	0	101
CN1/C(=C\C(=S)NC(=O)c2cccc(Br)c2)C(C)(C)c2ccccc21	2	5	-9	0	-1.4	8	0.0	-6	96
COc1ccc(-c2nc3nc(SC)nn3cc2C)cc1F	-2	3	5	3	0.8	-2	-0.1	0	83
CCOC(=O)CSc1nnc(NC(=O)c2ccc3c(c2)OCO3)s1	6	2	0	9	-0.8	8	-0.3	1	95
COc1ccccc1N1CCN(c2nc(N)c(C#N)c(CC#N)c2C#N)CC1	-7	5	-10	2	2.6	0	0.1	-2	91
COc1ccccc1NC(=S)N1CCN(c2ccc(F)cc2)CC1	1	3	1	5	-1.9	11	-0.1	2	94
COc1cccc2cc(C(=O)CS(=O)(=O)c3ccc(C(C)(C)C)cc3)c(=O)oc12	-7	5	9	1	-0.4	-17	-0.1	6	86
CC(C(=O)N1CCCC1)N(c1ccccc1)S(C)(=O)=O (stereo not given)	-8	2	7	-4	-0.6	-1	0.1	3	103
Cc1ccccc1C(=O)Oc1cc(N)n(S(=O)(=O)c2ccccc2)n1	-6	4	-3	-1	-2.3	-6	0.1	-1	93
CCCCc1nc2cc(C(=O)N3CCC(OCCOC)CC3)ccc2o1	12	-1	0	-6	0.9	-8	0.1	3	125
O=c1[nH]n2cc(-n3cc([N+](=O)[O-])cn3)cnc2c1Br	-16	8	-1	3	-3.0	-5	0.0	0	88
CC(C)=CCC1=C(OCC(=O)O)C(=O)c2ccccc2C1=O	5	5	-4	11	-3.0	10	-0.1	23*	125
O=C(NC1CC1)c1nc(Cn2cc([N+](=O)[O-])cn2)no1	5	4	-1	6	-0.8	13	-0.1	1	98
CC1=CC(=O)CC2C1(C)CCC(C)C2(C)CCC(C)CC(=O)O (stereo not given)	16	5	1	10	-1.3	8	0.2	1	87
N#Cc1ccc(OCC(=O)NCC(c2cccs2)N2CCOCC2)cc1 (stereo not given)	-2	5	7	4	1.1	-1	0.1	0	101

Three entries out of the list, ordered by molar mass, descending.
SMILES	EBNA-1 inh	Bcl-xL primary	GLD-1 TGE inh	MCL1-BIM inh	MEX-5 binding	ZTA counter	Efflux pump inh	Fam108B inh	CR mimetic SO
CCOCCc1nn2c(=O)cc(CSCC(=O)Nc3cccc(C)c3C)nc2s1	-4	6	1	1	-1.6	8	0.0	2	122
COc1ccccc1NC(=S)N1CCN(c2ccc(F)cc2)CC1	1	3	1	5	-1.9	11	-0.1	2	94
COc1ccc(-c2nc3nc(SC)nn3cc2C)cc1F	-2	3	5	3	0.8	-2	-0.1	0	83

Following part:
SMILES	EBNA-1 inh	Bcl-xL primary	GLD-1 TGE inh	MCL1-BIM inh	MEX-5 binding	ZTA counter	Efflux pump inh	Fam108B inh	CR mimetic SO
COC(=O)[C@H](C)NC(=O)NCc1ccc(S(N)(=O)=O)cc1	-2	4	3	7	-0.9	16	0.1	-1	113
CC(=O)NC1C(=O)Nc2c(C)cc(C)cc21 (stereo not given)	-7	0	10	-6	0.9	-9	-0.2	-2	84
Cc1nc2ccc(S(=O)(=O)NCC(=O)N3CCOCC3)cc2s1	-6	2	2	-11	-2.7	10	0.0	-2	95
CCC(=O)Nc1ccccc1-c1nnn(CC(=O)N2c3ccccc3CC2C)n1 (stereo not given)	2	4	-6	-2	2.0	0	-0.1	-2	102
COc1ccccc1OCC(=O)Nc1ccccc1C(=O)N1CCCCC1	11	4	2	10	0.7	-16	-0.1	2	100
CCOC(=O)COc1ccc(S(=O)(=O)N2CCN(c3ccccc3F)CC2)cc1	15	-45	-40	-53	2.8	13	-0.1	-2	99
CCOc1ccc(C(=O)NCCCN(CC)CC)cc1	2	0	-1	3	-0.1	-6	0.1	2	126
CCN(CC(=O)Nc1cc(Cl)ccc1C)C(=O)C1CC(=O)N(Cc2ccccc2)C1 (stereo not given)	-15	-16	0	-19	0.1	4	0.0	-7	102
O=C(c1ccc(-c2ccccc2)c(F)c1)C1CCCN(CCCn2cccn2)C1 (stereo not given)	-18	-4	1	-4	0.9	-7	0.4	-4	94
Cc1cc(N=Nc2ccc(Cl)cc2)cc(CN2CCCC2)c1O	-9	1	-7	-2	0.8	-11	0.1	1	102
CCCCCN(C(=O)CCC(=O)OCCOc1ccc(OC)cc1)c1c(N)n(CCCC)c(=O)[nH]c1=O	5	2	5	1	2.4	8	0.0	2	106
c1ccc(-c2nnc3sc(CN4CCc5ccccc54)cn23)cc1	6	8	0	1	-0.4	10	-0.1	0	93
C=CCSc1nc2c(c(C3CC=CCC3)c1C#N)CCC2 (stereo not given)	8	0	-3	2	-2.1	0	0.0	5	101
CCCCn1c(/N=C/c2ccc3c(c2)OCO3)nc2ccccc21	4	-7	4	-6	-0.7	-2	-0.1	-1	114
Cc1cc(Br)cc(C)c1OCC(=O)NNC(=O)c1cccs1	-6	9	2	10	1.9	5	0.0	-4	97
O=C(COc1cccc(C(F)(F)F)c1)NCCCN1CCCC1=O	-6	14	6	15	-1.2	-3	0.5	4	98
CCOc1ccc(-c2nc(-c3ccccc3C)no2)cc1	4	7	1	1	-0.8	21	-0.1	-5	109
CCOc1ccc2[nH]c(=O)c(C(c3nnnn3CC3CCCO3)N3CCc4ccccc4C3)cc2c1 (stereo not given)	-5	1	3	-1	-4.3	12	0.3	-2	108
COc1ccc(C(=O)c2c3ccc(C(F)(F)F)cc3[n+]([O-])n2CCCC(N)=O)cc1	-10	3	7	0	1.0	-3	-0.1	2	93
CCOC(=O)c1ccc(NC(=O)C23CCC(C)(C(=O)O2)C3(C)C)cc1 (stereo not given)	5	6	-1	5	1.6	13	-0.1	3	105
CCC1Oc2ccccc2N(CC(=O)NC2CCCCC2C)C1=O (stereo not given)	4	8	-3	4	2.1	-9	-0.1	1	90
NC(=O)c1ccc(NC(=O)CN2CCN(S(=O)(=O)c3ccc4c(c3)OCCO4)CC2)cc1	.	0	2	-5	.	-1	-0.2	.	99
Cc1ccc(-c2noc(/C=C/c3ccccc3)n2)cc1	14	5	-1	5	-0.1	-5	0.0	-4	101
Cc1nc2cc(Nc3nnc(-c4ccccc4)c4ccccc34)ccc2n1C	-4	6	3	4	0.9	-22	0.0	1	94
